RmlCD inh mix = RmlC/RmlD inhibition, mixture screen | AID 1532 | 0.39% of 110,000 active | inhibition, % at 5.5 µM | RmlC/RmlD coupled enzyme inhibition, 384-well mixture HTS; in the data active means inhibition above about 30%, passing the limit was not always enough; inconclusive means no clear call, values can overlap the other calls; further: strong numbers were not always called active
RT RNaseH block = inhibitors of HIV-1 reverse transcriptase RNase H | 1.9% of 65,000 active | AID 565 | RT-RNase H RNA/DNA duplex cleavage, fluorescence | inhibition, % at 10 µM; in the data active means inhibition above about 50%
The depositor's hits bear a star. A portion of the library. The share of hits here may be higher or lower than overall.

N/C(=N\OC(=O)Cc1cccs1)c1ccccc1 was read as RmlCD inh mix 5.8.
For O=C(OCC1OC2C(Oc3nc(=O)ccn32)C1O)c1ccccc1 (centres undefined) the results were RmlCD inh mix -14.3 and RT RNaseH block -0.1.
C=CCOC(=O)C1=C(C)Nc2ncnn2C1c1cc(Br)ccc1F (centres undefined) was read as RmlCD inh mix 4.4 and RT RNaseH block -15.4.
Cc1nc(N2CCN(c3ccccc3)CC2)nc2c1C(=O)CC(C)C2 (centres undefined) was read as RmlCD inh mix 5.4 and RT RNaseH block -8.1.
Screening Cc1cccc(C)c1NC(=O)C(c1ccc([N+](=O)[O-])cc1)N1CCCCC1 (centres undefined) returned RmlCD inh mix 9.1.
For N#CC1=C(N)C(C#N)(C#N)[C@H](c2c(F)cccc2F)[C@H]2CC3(CC=C12)OCCO3 the results were RmlCD inh mix -16.3 and RT RNaseH block 3.1.
CC1=C(C(=O)OCC2CCCO2)C(c2ccc(O)cc2)NC(=O)N1 (centres undefined) was read as RmlCD inh mix -7.2 and RT RNaseH block -17.0.
Screening CC1=C(C(=O)Nc2cccnc2)C(c2ccc(C(C)C)cc2)n2ncnc2N1 (centres undefined) returned RmlCD inh mix 10.5 and RT RNaseH block -12.9.
CCN(CC)CCN=C(C)c1c(O)n(-c2ccccc2OC)c(=O)[nH]c1=O was read as RmlCD inh mix -0.5 and RT RNaseH block -1.5.
CC(=O)Nc1ccc(NC(=O)CN(c2ccccc2Cl)S(C)(=O)=O)cc1 was read as RmlCD inh mix -16.3 and RT RNaseH block 2.9.
For COc1ccc2nc(NC(=S)N(C)C)sc2c1 the results were RmlCD inh mix -4.7.
Cc1cc(S(=O)(=O)N2CCC(NC(=O)C34CC5CC(CC(C5)C3)C4)CC2)ccc1-n1cnnn1 was read as RmlCD inh mix 7.0 and RT RNaseH block 5.1.
Screening CCCCC(=O)Nc1ccc(C(=O)NCC(=O)OC)cc1 returned RmlCD inh mix 0.7 and RT RNaseH block 6.2.
For O=C(NC1CC1)C1=C[C@@H](c2csc3ccccc23)C[C@@H](OCCCCO)O1 the results were RmlCD inh mix -7.5.
`CCCCn1c(-c2ccccc2)nnc1-c1ccccc1` gave RmlCD inh mix -2.9 and RT RNaseH block -0.9.
C/C(N)=C(/C#N)C(=O)COC(=O)CCC1CCCC1 was read as RmlCD inh mix 9.9.
Screening CC(=O)OC1c2ccccc2C(=O)N1c1ccccc1C (centres undefined) returned RmlCD inh mix -8.0 and RT RNaseH block -17.1.
For Cc1nc2ccc(S(=O)(=O)N(C)CC(=O)NCc3ccc4c(c3)OCO4)cc2s1 the results were RmlCD inh mix 15.1 and RT RNaseH block -4.4.
CCOC(=O)c1c(C)[nH]c(C(=O)COC(=O)CCC(=O)c2ccc3c(c2)OCCO3)c1C was read as RmlCD inh mix 7.3 and RT RNaseH block 0.5.
For CCN(CC)CCOc1c(Br)ccc2c1sc1nc3n(c(=O)c12)CCC3 the results were RmlCD inh mix 3.2 and RT RNaseH block -32.2.
Screening CCOC(=O)Cc1csc(NC(=O)CSc2ncnc3c2cnn3-c2ccccc2Cl)n1 returned RmlCD inh mix -6.4 and RT RNaseH block 1.1.
Screening Cc1nn(Cc2ccc(F)cc2)c(C)c1NC(=O)c1nn(C)cc1Cl returned RmlCD inh mix 22.4.
COC(=O)CN1C(=O)C(O)(CC(=O)c2ccccc2)c2ccccc21 (centres undefined) was read as RT RNaseH block 18.7.
Nc1ccc(OCc2ccccc2)cc1 was read as RmlCD inh mix -8.9 and RT RNaseH block 0.0.
For CCO[C@H]1OC(C(=O)N2CCCCCCC2)=C[C@@H](C2CCCCC2)[C@@H]1CCCO the results were RmlCD inh mix 11.7.
Screening CCN(CC)CC(O)COCCC12CC3CC(CC(C3)C1)C2 (centres undefined) returned RmlCD inh mix -12.0.
O=C(NC1CCCCC1)N1CCN(c2ccccc2)CC1 was read as RmlCD inh mix 17.4.
COc1ccc(-c2csc3ncnc(NCCN4CCOCC4)c23)cc1 was read as RmlCD inh mix 8.2 and RT RNaseH block -5.9.
O=C(C(Sc1ccccc1)c1ccccc1)N1CCN(c2ccccc2F)CC1 (centres undefined) was read as RmlCD inh mix -9.3.
`CCOC(=O)c1ccccc1NC1c2ccccc2C(=O)N1c1ccc(C)cn1` (centres undefined) gave RmlCD inh mix -30.6 and RT RNaseH block -0.1.
COc1ccc(CC(=O)Nc2nc3ccc(F)cc3s2)cc1S(=O)(=O)N1CCOCC1 was read as RmlCD inh mix -1.2.
CSc1nc(O)c(Cc2ccccc2)c(=O)[nH]1 was read as RmlCD inh mix -6.1 and RT RNaseH block 4.2.
c1ccc(C2=NP(N3CCOCC3)(N3CCOCC3)=NC(N3CCOCC3)=N2)cc1 was read as RmlCD inh mix -12.7 and RT RNaseH block -11.1.
Screening CCN(CC)c1nc2n(c(=S)n1)CCS2 returned RmlCD inh mix -9.1 and RT RNaseH block -10.3.
CC1CCc2c(sc3ncnc(NCCN4CCOCC4)c23)C1 (centres undefined) was read as RmlCD inh mix -7.5 and RT RNaseH block -18.8.
`CCOC(=O)CN1C(=O)COc2ccc(C(C)(C)C)cc21` gave RmlCD inh mix 4.3 and RT RNaseH block 2.7.
COC(=O)c1c(NC(=O)Cc2cccs2)sc(C)c1C was read as RmlCD inh mix -9.5 and RT RNaseH block -43.3.
`COC(C[C@H]1O[C@H]1[C@@H](O)[C@@H](C)OCc1ccccc1)OC` gave RmlCD inh mix -8.8.
For Cc1sc(NC(=O)CSC2=NCCS2)nc1-c1ccccc1 the results were RmlCD inh mix -3.1.
Screening CCCCCOC(=O)c1ccc(OC(=O)c2cncc(Br)c2)cc1 returned RmlCD inh mix 6.2.

Next section, starting with the last two of the part before.
For Cc1sc(NC(=O)CSC2=NCCS2)nc1-c1ccccc1 the results were RmlCD inh mix -3.1.
Screening CCCCCOC(=O)c1ccc(OC(=O)c2cncc(Br)c2)cc1 returned RmlCD inh mix 6.2.
O=C(c1ccc(Cl)c(Cl)c1)N1CCC(=O)N(C(CO)Cc2ccccc2)CC1 (centres undefined) was read as RmlCD inh mix 0.3.
For Fc1ccc2nc3[nH]c4ccccc4c3nc2c1 the results were RmlCD inh mix 14.4 and RT RNaseH block -18.5.
`COc1cnc(-c2ccccn2)nc1Sc1c(Cl)cccc1Cl` gave RmlCD inh mix 2.5.
`COc1ccc(N2C(=O)CCC(C(=O)N3CCOCC3)C2c2ccc(F)cc2)cc1` (centres undefined) gave RmlCD inh mix -27.2 and RT RNaseH block 1.8.
For O=S1(=O)C=C(Sc2nc3cc(Cl)ccc3o2)c2ccccc21 the results were RmlCD inh mix 1.8 and RT RNaseH block 4.9.
Screening CN(C)S(=O)(=O)c1ccc(N2CCCC2)c(C(=O)NC(c2ccccc2)c2ccccc2)c1 returned RmlCD inh mix -27.5.
For CCOC(=O)COn1c2c(c3c4no[n+]([O-])c4ccc31)CCCC2 the results were RmlCD inh mix 9.8 and RT RNaseH block 15.0.
`Cc1c(-c2ccccc2)nc2ccccc2c1C(=O)Oc1ccc([N+](=O)[O-])cc1` gave RmlCD inh mix -6.2.
`Cc1cc(C)c2c(n1)nn1c(C3CC3)cc(C(F)(F)F)nc21` gave RmlCD inh mix 13.6 and RT RNaseH block -2.6.
O=C(NC1CC2CCCC(C1)N2C1CC1)NC12CC3CC(CC(C3)C1)C2 (centres undefined) was read as RT RNaseH block -1.4.
CC(C)(C)c1ccc(-c2c(C#N)c(N)nc3c2CCCC3)s1 was read as RmlCD inh mix -52.8.
O=c1oc2cc(Oc3c([N+](=O)[O-])cc(C(F)(F)F)cc3[N+](=O)[O-])ccc2c2c1CCCC2 was read as RmlCD inh mix inconclusive.
For Cc1ccccc1NS(=O)(=O)c1ccc(NC(=O)CSCc2ccc(Br)cc2)cc1 the results were RmlCD inh mix -4.7.
COc1ccccc1-c1nc(C#N)c(N2CCc3ccccc3C2)o1 was read as RmlCD inh mix -23.7 and RT RNaseH block -21.7.
O=C(NCCCN1CCOCC1)c1ccc(Br)s1 was read as RmlCD inh mix -11.5 and RT RNaseH block 1.6.
For CC(=NCCN1CCCCC1)c1c(O)n(-c2ccc(Cl)cc2)c(=O)[nH]c1=O the results were RmlCD inh mix -9.8.
Screening CCOC(=O)C1CCN(CCC(=O)Nc2cccc(Cl)c2)CC1 returned RmlCD inh mix -9.7 and RT RNaseH block -6.4.
COc1ccc(/C(C)=N/NC(=O)c2ccc(CSc3cccc4cccnc34)cc2)cc1OC was read as RmlCD inh mix -5.1.
Screening O=C(NCc1ccc(Cl)cc1)c1ccccc1Oc1ccccc1 returned RmlCD inh mix -13.1.
For C=CCNc1nc(C2(C)CC3(CC(C)(C)OC3=O)C(=O)O2)cs1 (centres undefined) the results were RmlCD inh mix 2.8 and RT RNaseH block 57.2*.

Of the compounds above, 5 contain an NH in an aromatic ring.
CCN(CC)CCN=C(C)c1c(O)n(-c2ccccc2OC)c(=O)[nH]c1=O was read as RmlCD inh mix -0.5 and RT RNaseH block -1.5.
CCOC(=O)c1c(C)[nH]c(C(=O)COC(=O)CCC(=O)c2ccc3c(c2)OCCO3)c1C was read as RmlCD inh mix 7.3 and RT RNaseH block 0.5.
CSc1nc(O)c(Cc2ccccc2)c(=O)[nH]1 was read as RmlCD inh mix -6.1 and RT RNaseH block 4.2.
For Fc1ccc2nc3[nH]c4ccccc4c3nc2c1 the results were RmlCD inh mix 14.4 and RT RNaseH block -18.5.
For CC(=NCCN1CCCCC1)c1c(O)n(-c2ccc(Cl)cc2)c(=O)[nH]c1=O the results were RmlCD inh mix -9.8.

Other results:
Screening Cc1ccc(S(=O)(=O)c2nc(S(C)(=O)=O)sc2NCC2CCCO2)cc1 (centres undefined) returned RmlCD inh mix 1.3 and RT RNaseH block -33.2.
Screening O=C(NNc1ncc(C(F)(F)F)cc1Cl)c1c(Cl)cccc1Cl returned RmlCD inh mix 0.5.
Screening Cc1cc(NC(=O)CN2C(=O)C3CC=CCC3C2=O)no1 (centres undefined) returned RmlCD inh mix 7.2 and RT RNaseH block -2.8.
Screening CN(CCCNC(=O)c1ccc(/C=N/O)nc1)CCCN(C)Cc1ccccc1 returned RmlCD inh mix 3.4.
Screening O=C(NCc1cccc(Cl)c1)c1ccco1 returned RmlCD inh mix -9.4 and RT RNaseH block 2.7.
For Cc1ccc(-n2nc3ccc(NC(=O)/C=C/c4ccco4)cc3n2)cc1C the results were RmlCD inh mix -8.9.
Cc1ccc(C(=O)NCCNC(=O)CN2CCOCC2)cc1 was read as RT RNaseH block 3.3.
`CC(C)COC(=O)C(N)C(C(=O)OCC(C)C)c1ccccc1` (centres undefined) gave RmlCD inh mix -11.6 and RT RNaseH block 2.3.
Cn1c(SCC(=O)NC2CCCCC2)nnc1-c1cc2cc(Cl)ccc2o1 was read as RmlCD inh mix -1.7 and RT RNaseH block -6.0.
Screening O=C(CN(CCc1ccccc1)C(=O)CNS(=O)(=O)c1ccc(F)cc1)NCC1CCCO1 (centres undefined) returned RmlCD inh mix -9.3 and RT RNaseH block -1.4.
`CNC(=O)c1sccc1-n1cccc1` gave RmlCD inh mix -11.6.
COc1cccc(-c2nn(C)c3sc(C(=O)NCc4ccc5c(c4)OCO5)cc23)c1 was read as RmlCD inh mix -21.8 and RT RNaseH block 39.9.
CCCCN(CCCC)C(=O)/C=C/c1cccc([N+](=O)[O-])c1 was read as RmlCD inh mix 10.8.
CCOc1ccc(C2=Nn3c(nnc3-c3ccccc3)SC2)cc1Cl was read as RmlCD inh mix 0.1 and RT RNaseH block 44.8.
`CC(C)CCNc1nc2c(c(=O)n(Cc3cccc(F)c3)c(=O)n2C)n1C` gave RmlCD inh mix 7.1 and RT RNaseH block 9.8.
CCOc1ccc(OCC)c(NS(=O)(=O)c2ccc3c(c2)CCN3C(=O)C2CCC2)c1 was read as RmlCD inh mix 5.0.
`O=C1NC2C(NC(=O)N2C2CCCCC2)N1C1CCCCC1` (centres undefined) gave RmlCD inh mix 13.1 and RT RNaseH block -0.5.
Screening COC(=O)C1=C(C)NC2=C(C(=O)CC(c3cccs3)C2)C1c1ccsc1 (centres undefined) returned RmlCD inh mix -8.4 and RT RNaseH block -5.1.
CC(=O)c1ccc(S(=O)c2ccccc2)cc1 (centres undefined) was read as RmlCD inh mix 106.4.
O=C(Nc1ccccc1)c1ccc2c(c1)OCCO2 was read as RmlCD inh mix -7.2.

Molecules above containing a furan ring, fused or not, in the order listed:
Screening O=C(NCc1cccc(Cl)c1)c1ccco1 returned RmlCD inh mix -9.4 and RT RNaseH block 2.7.
For Cc1ccc(-n2nc3ccc(NC(=O)/C=C/c4ccco4)cc3n2)cc1C the results were RmlCD inh mix -8.9.
Cn1c(SCC(=O)NC2CCCCC2)nnc1-c1cc2cc(Cl)ccc2o1 was read as RmlCD inh mix -1.7 and RT RNaseH block -6.0.

New compounds follow.
`CC(=O)OC1CCC(OC(C)=O)c2c1n([O-])c(C)c(C)[n+]2=O` (centres undefined) gave RmlCD inh mix 3.4 and RT RNaseH block -4.2.
`Cc1cccn2c(=O)c3c(nc12)N1CCC(Cc2ccccc2)CC1C1(C3)C(=O)N(C)C(=O)N(C)C1=O` (centres undefined) gave RmlCD inh mix -6.2 and RT RNaseH block 5.1.
For CCOC(=O)N1CCC(NC(=O)C2CCN(C(=O)N3CC(C)Oc4ccc(C)cc43)CC2)CC1 (centres undefined) the results were RmlCD inh mix -11.4 and RT RNaseH block 2.1.
Screening COCCOC(=O)c1c(C)oc2ccc(OC(=O)c3c(OC)cccc3OC)cc12 returned RmlCD inh mix 3.0 and RT RNaseH block 3.1.
CCN1C(=S)SC(=O)C1=C1C=C(C)OC(C)=C1 was read as RmlCD inh mix 25.9 and RT RNaseH block -16.1.
Cc1csc(SCCn2c(Br)nc3c2c(=O)[nH]c(=O)n3C)n1 was read as RmlCD inh mix 4.1 and RT RNaseH block -10.9.
Screening CCN1CCN(C(=O)c2cc3c(s2)-c2ccccc2S(=O)(=O)C3)CC1 returned RmlCD inh mix 10.0 and RT RNaseH block -14.3.
Cc1nn(C(=O)CCCC(=O)n2nc(C)c(Cl)c2C)c(C)c1Cl was read as RT RNaseH block 7.1.
Screening O=C(Cc1ccsc1-c1ccccc1)NO returned RmlCD inh mix 4.5 and RT RNaseH block -0.2.

Compound activity as filed in PubChem.
